SUMO1 PPI mod = modulators of SUMO1 protein-protein interactions, primary screen, biochemical, uHTS | Small ubiquitin-related modifier 1 (Homo sapiens), P63165 | SUMO1 binding to a labelled peptide, TR-FRET, 1 h | inhibition, % at 20 µM | 360,000 tested, 0.33% active | AID 602429, 2012; in the data active means inhibition above about 37%
Target sequence (P63165 whole entry, looked up): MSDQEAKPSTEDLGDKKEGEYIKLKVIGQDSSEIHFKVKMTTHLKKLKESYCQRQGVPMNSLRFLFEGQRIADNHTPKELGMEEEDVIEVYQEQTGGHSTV
STEP block = STEP phosphatase inhibitors, primary screen, biochemical, fluorescence intensity, uHTS; Tyrosine-protein phosphatase non-receptor type 5 (Homo sapiens), P54829; recombinant STEP, OMFP fluorogenic substrate; AID 588621, 2011; 360,000 tested, 0.25% active; inhibition, % at 20 µM;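 active means inhibition at 20 µM, scaled per plate between control wells, above about 37%, limit read from the data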;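 further: 0% = DMSO with enzyme and substrate and 100% = substrate only without enzyme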
Target sequence (P54829 whole entry, looked up): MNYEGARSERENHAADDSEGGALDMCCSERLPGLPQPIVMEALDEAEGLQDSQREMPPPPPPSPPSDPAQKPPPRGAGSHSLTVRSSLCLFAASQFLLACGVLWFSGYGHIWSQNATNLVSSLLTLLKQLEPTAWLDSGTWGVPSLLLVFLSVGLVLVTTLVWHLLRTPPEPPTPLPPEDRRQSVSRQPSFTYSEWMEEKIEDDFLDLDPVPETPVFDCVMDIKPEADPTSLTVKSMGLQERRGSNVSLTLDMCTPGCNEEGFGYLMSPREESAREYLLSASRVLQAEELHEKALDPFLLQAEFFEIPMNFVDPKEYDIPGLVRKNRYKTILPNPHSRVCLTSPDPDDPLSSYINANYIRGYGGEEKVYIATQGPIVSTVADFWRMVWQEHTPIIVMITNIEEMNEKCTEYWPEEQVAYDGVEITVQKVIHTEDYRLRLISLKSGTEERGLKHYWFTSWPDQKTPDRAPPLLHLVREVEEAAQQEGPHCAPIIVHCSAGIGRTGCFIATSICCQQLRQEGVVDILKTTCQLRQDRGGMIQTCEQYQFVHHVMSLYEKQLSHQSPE
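Also added – OMFP at 25 µM · Test system – STEP tyrosine phosphatase · Technique – FITC-channel fluorescence of OMFP product · Schedule – 20 min at room temperature, dark · Evaluation – control-normalized % inhibition with plate pattern correction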
MsrA inh = bovine MsrA enzyme inhibitors, primary screen, biochemical, absorbance, HTS | purified bovine MsrA, absorbance read-out | 360,000 tested, 0.75% active | Methionine sulfoxide reductase A (Bos taurus) | inhibition, % at 15.5 µM; in the data active means inhibition above about 4.5%;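 further: 0% = vehicle wells with enzyme and 100% = reference inhibitor wells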
Rpn11 inh = Rpn11 (PSMD14) deubiquitinase inhibitors, primary screen, biochemical, fluorescence polarization, uHTS; human 26S proteasome, Ub4-pepOG fluorescence polarization; 20S core pre-blocked with epoxomicin; 360,000 tested, 0.59% active; calls only at 20 µM; 26S proteasome non-ATPase regulatory subunit 14 (Homo sapiens), O00487;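 active means inhibition at 20 µM, scaled to each plate's controls, above about 33%, limit read from the data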
DNMT1 block = human DNMT1 methyltransferase inhibitors, primary screen, biochemical, molecular beacon, fluorescence, HinP1I cleavage, uHTS; DNA (cytosine-5)-methyltransferase 1 (Homo sapiens), P26358; 360,000 tested, 0.83% active; inhibition (reported as % activation of signal), % at 10 µM; in the data active means inhibition above about 50%
Tb MetRS inh = T. brucei MetRS inhibitors, primary screen, biochemical, luminescence; methionyl-tRNA synthetase (Trypanosoma brucei brucei); purified T. brucei MetRS, ATP depletion, Kinase-Glo luminescence; inhibition, % at 11.9 µM; 360,000 tested, 0.4% active; AID 624268, 2012;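 active means inhibition above a per-plate cutoff of the control wells' mean inhibition plus 3 SD, cut at about 5.5% in these data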;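 further: 0% = DMSO wells median and 100% = median of wells with control inhibitor compound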
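Material: T. brucei methionyl-tRNA synthetase, purified; reagent: substrates ATP, L-methionine and bulk Escherichia coli tRNA; dosing: 11.9 µM single point; timing: 15 min plus 2 h at 25 °C; detection: luminescence of leftover ATP; evaluation: % inhibition; control set: DMSO-only wells as low control; replicates: singlicate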
Scp1 inh = Scp-1 phosphatase inhibitors, primary screen, biochemical, colorimetric, uHTS | Recombinant Scp1, phosphopeptide, malachite green phosphate absorbance | inhibition, % at 20 µM | 340,000 tested, 0.88% active;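 active means inhibition above about 50% at 20 µM, limit read from the data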;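 further: plate controls were DMSO wells with enzyme for no effect and wells lacking enzyme for full effect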
Target sequence (Q9GZU7 76-261 limits assumed): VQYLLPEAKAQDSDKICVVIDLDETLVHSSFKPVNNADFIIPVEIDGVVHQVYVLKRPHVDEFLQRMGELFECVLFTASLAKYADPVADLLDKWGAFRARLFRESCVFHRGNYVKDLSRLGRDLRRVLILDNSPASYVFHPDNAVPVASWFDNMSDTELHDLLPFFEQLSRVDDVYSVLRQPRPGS
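System: truncated SCP-1 phosphatase (76-261aa); medium: Tris acetate buffer pH 5.5 with MgCl2 and Tween-20; incubation: 45 min room-temperature reaction, 5 min colour, 30 min stabiliser; compound: single 20 µM dose, 1% DMSO; reagent: Phosphorylated 17-residue peptide substrate; read-out: % inhibition at 20 µM; technique: colorimetric free-phosphate detection, absorbance 630 nm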
CSN deneddyl inh = inhibitors of CSN-mediated cullin deneddylation, primary screen, biochemical, fluorescence polarization, uHTS; Purified CSN, SCF-Nedd8-OG deneddylation; inhibition, % at 12.5 µM; 360,000 tested, 0.38% active;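 active means pattern-corrected inhibition above about 35%, with an unprinted fluorescence ratio check between 0.5 and 1.5, limit read from the data, passing the limit was not always enough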;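 further: 0% = enzyme with substrate and 100% = substrate without enzyme; some results filed as inactive read as strong as hits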
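Assay system: purified human Csn5 enzyme expressed in HEK293T cells; Input: 0.24 nM Csn5 enzyme, final concentration; Reagent: 10 nM SCFSkp2-Nedd8OG; Compound dosing: 12.5 µM single point; Times: reaction 90 min, room temperature; Technique: fluorescence polarization readout.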
LMPTP inh = LMPTP phosphatase inhibitors, primary screen, biochemical, fluorescence intensity, uHTS | inhibition, % at 20 µM | Low molecular weight phosphotyrosine protein phosphatase (Homo sapiens), P24666 | recombinant LMPTP-A, OMFP fluorogenic substrate | 360,000 tested, 0.22% active;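 active means compounds that cut the enzyme signal by at least half of the control window in the single-dose screen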;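 further: plate controls were DMSO wells with enzyme plus substrate for no effect and substrate without enzyme for full effect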
Target sequence (P24666 whole entry, looked up): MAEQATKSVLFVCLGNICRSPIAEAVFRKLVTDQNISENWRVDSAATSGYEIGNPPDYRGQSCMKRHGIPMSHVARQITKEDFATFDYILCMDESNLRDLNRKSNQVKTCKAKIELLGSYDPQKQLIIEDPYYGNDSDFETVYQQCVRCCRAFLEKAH
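Test system: LMPTP-A phosphatase enzyme; input: 0.625 nM LMPTP-A final; reagent: OMFP substrate, 400 µM final; compound dosing: 20 µM single dose, 3% DMSO; incubation: 50 min dark incubation at room temperature; measured by: endpoint fluorescence intensity from OMFP dephosphorylation; measure: % inhibition relative to no-enzyme and uninhibited control wells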
NadD inh = inhibitors of S. aureus NadD, primary screen, biochemical, colorimetric, uHTS; Nicotinate-nucleotide adenylyltransferase NadD (Staphylococcus aureus N315); purified NadD enzyme, colorimetric absorbance read-out; inhibition, % at 20 µM; 360,000 tested, 0.78% active; AID 602399, 2012; in the data active means inhibition above about 26%; further: some compounds past the cut are filed as inactive
* = called active by the depositor; i = inactive; . = not tested or not shown. Compounds as they come. Share with any hit: about 3.9%.

| No. | Compound | SUMO1 PPI mod | STEP block | MsrA inh | Rpn11 inh | DNMT1 block | Tb MetRS inh | Scp1 inh | CSN deneddyl inh | LMPTP inh | NadD inh |
| --- | --- | --- | --- | --- | --- | --- | --- | --- | --- | --- | --- |
| 1 | CCN(CC)S(=O)(=O)c1cccc(C(=O)Nc2cc(C)nn2-c2ccccc2)c1 | 4 | -3 | 0.8 | i | 2 | 0.0 | -4 | 5 | -1.5 | 1 |
| 2 | O=C(CNC(=O)c1ccc([N+](=O)[O-])cc1)N/N=C/c1c[nH]c2ccccc12 | -28 | -1 | -0.6 | i | -4 | 1.4 | -8 | 2 | 0.7 | -5 |
| 3 | Cc1cccc(C)c1OCC(=O)Nc1ccc(N2CCOCC2)cc1 | -3 | -3 | -0.5 | i | -1 | -0.6 | -11 | 0 | -0.6 | -4 |
| 4 | CN1CCN(C(=O)Cn2c(C(F)(F)F)nc3ccccc32)CC1 | 2 | 1 | 0.1 | i | -2 | 0.0 | 6 | 2 | -0.7 | -4 |
| 5 | Cc1ccc(NC(=O)C(C)N2C(=O)C3CC=C(Cl)CC3C2=O)cc1 (configuration not stated) | -1 | 4 | 1.9 | i | -5 | -1.1 | 5 | 51 | 0.9 | -4 |
| 6 | O=C(O)C1CC=CCC1C(=O)Nc1ccc(Oc2ccc(Cl)cc2)cc1 (configuration not stated) | -3 | -1 | -1.1 | i | -7 | -0.3 | -8 | -6 | 0.3 | 2 |
| 7 | CC(=O)OCCNc1cc(SCc2ccco2)c2nonc2c1[N+](=O)[O-] | 25 | 6 | . | i | 9 | 0.0 | 18 | 34 | 5.9 | 13 |
| 8 | FC(F)(F)c1nnc2c(Sc3ccccc3)nc3ccccc3n12 | -2 | 3 | 0.0 | i | 25 | 0.5 | -8 | -3 | -1.4 | 7 |
| 9 | COc1ccccc1CCNC(=O)C(=O)NCC1OCCN1S(=O)(=O)c1ccc(F)cc1 (configuration not stated) | 3 | -1 | 1.6 | i | -11 | 0.4 | -8 | -2 | -0.7 | -7 |
| 10 | CN(C(=O)CC(NC(=O)c1ccccc1)(c1ccccc1)c1ccccc1)c1ccccc1 | 1 | -1 | 0.9 | i | -2 | 0.4 | -9 | 3 | 0.2 | -5 |
| 11 | CSC(=S)N/N=C(\C)c1ccc(Br)cc1 | -4 | 3 | -0.6 | i | -4 | -0.3 | 13 | 7 | 2.6 | 0 |
| 12 | O=C(NCC(F)(F)F)c1ccc(S(=O)(=O)N2CCN(C(=O)C3CCCO3)CC2)cc1 (configuration not stated) | -2 | 0 | 1.5 | i | 2 | -0.4 | -10 | 0 | -0.6 | 3 |
| 13 | O=C(NCc1ccccc1)c1cccc(NC(=O)c2ccco2)c1 | 1 | -2 | 1.1 | i | -2 | -1.1 | -4 | -4 | -2.9 | -4 |
| 14 | O=C(c1ccccc1)N(CCN1CCOCC1)C1(C(=O)Nc2ccccc2)CCCCC1 | -3 | -1 | -0.2 | i | 4 | -1.6 | 4 | 9 | -3.1 | -16 |
| 15 | Cc1nc(-c2ccccc2OC(F)(F)F)[nH]c(=O)c1Cl | 5 | -4 | 1.7 | i | 3 | 1.5 | 4 | -5 | -1.6 | -2 |
| 16 | COCOCCn1cc(CN2CCS(=O)(=O)N(Cc3ccc(-c4ccc(OC)nc4)cc3)C(C)C2=O)nn1 (configuration not stated) | 1 | -2 | -1.1 | i | 15 | -1.1 | . | 5 | -3.3 | -2 |
| 17 | Cc1nc(N/N=C/c2cccc([N+](=O)[O-])c2)cc(N2CCCCC2)n1 | -23 | 5 | 0.2 | i | -8 | 1.0 | . | 0 | 2.8 | 7 |
| 18 | C=CCn1c(SCc2csc(C)n2)nc2sc3c(c2c1=O)CCCCC3 | -2 | 3 | 1.3 | i | -5 | -0.2 | -3 | 1 | 3.8 | 5 |
| 19 | COc1cc(NC(=O)C2=COCCO2)c(OC)cc1Cl | -4 | 2 | -0.2 | i | 3 | -0.4 | -3 | 4 | -0.5 | -4 |
| 20 | Cc1noc(C)c1S(=O)(=O)N(C)C[C@H]1Oc2ccc(NC(=O)Cn3cnnn3)cc2C(=O)N([C@H](C)CO)C[C@@H]1C | 4 | -2 | -0.2 | i | 3 | -0.3 | -6 | 3 | -2.2 | 4 |
| 21 | CC(=O)Nc1ccc(NC(=O)c2ccccc2N(C)S(C)(=O)=O)cc1 | -3 | 0 | 0.9 | i | -2 | 0.5 | -7 | 4 | -0.1 | -5 |
| 22 | COc1ccc(NC(=O)c2ccc(OC(F)F)cc2)cc1Cl | 3 | -3 | -1.0 | i | -14 | -0.8 | -5 | 1 | 0.5 | -2 |
| 23 | COCC(=O)N/N=C/c1ccc(Sc2nc3ccccc3s2)o1 | -27 | -2 | 1.3 | i | 5 | 0.3 | -7 | -1 | -1.0 | -3 |
| 24 | COC(=O)c1cc(Br)c(=O)n(Cc2ccncc2)c1 | -1 | -9 | 0.0 | i | 0 | -1.5 | 0 | 1 | -1.8 | -1 |
| 25 | CCCc1cc(=O)oc2cc(OCC(=O)N3CCc4ccccc43)ccc12 | 1 | -3 | -0.4 | i | 4 | 0.3 | 3 | -3 | 0.4 | 0 |
| 26 | C=CCN([C@@H](CC(C)C)C(=O)OC)S(=O)(=O)N(CC=C)[C@@H](CC(C)C)C(=O)OC | 4 | 1 | -0.7 | i | 16 | -0.1 | -8 | 2 | 0.4 | 1 |
| 27 | CC(C)NC(=O)C(=O)NCCN1CCN(S(=O)(=O)c2ccc(Cl)cc2)CC1 | -3 | 0 | 1.0 | i | 1 | 0.1 | -12 | 5 | -1.6 | 1 |
| 28 | CC(C(=O)N(C)c1ccccc1)N1CCN(C(=O)c2ccccc2)CC1 (configuration not stated) | 2 | -4 | -0.7 | i | 1 | -0.7 | -12 | 2 | -1.8 | -1 |
| 29 | Cc1nn(C)c(C(=O)N2CCc3ccccc32)c1Cl | 10 | 0 | -1.0 | i | -1 | -0.5 | -13 | 4 | 4.5 | 1 |
| 30 | Cc1nc2ccc(NS(=O)(=O)c3ccc(Br)cc3)cc2s1 | -3 | 0 | 0.0 | i | -8 | 0.0 | -3 | 10 | 1.4 | 11 |
| 31 | Cc1cccc(C)c1-n1c(C)cc(/C=C2\NC(=O)NC2=O)c1C | -3 | -2 | 3.0 | i | -2 | -0.4 | -6 | 6 | 1.1 | 1 |
| 32 | CCOC(=O)c1sc(NC(=O)c2ccc(S(=O)(=O)N(C)C)cc2)cc1C | 2 | -4 | 2.1 | i | -9 | -0.4 | -16 | 1 | 3.4 | 0 |
| 33 | COc1ccccc1Oc1c(C)oc2c(CN3CCOCC3)c(O)ccc2c1=O | -4 | -2 | 1.6 | i | -2 | -0.6 | 1 | -2 | 0.0 | -2 |
| 34 | Cc1cccc(OCCC(=O)Nc2ccc(C)c(S(=O)(=O)N3CCOCC3)c2)c1 | 9 | 3 | 0.4 | i | -7 | -0.5 | -5 | 2 | 3.0 | -9 |
| 35 | CN(Cc1nc(-c2cnccn2)no1)Cc1n[nH]c2c1CCCC2 | 0 | -1 | -1.2 | i | 4 | -0.3 | -2 | -5 | 0.5 | 4 |
| 36 | O=C(O)C1CCCCC1C(=O)Nc1cnn(Cc2ccccc2)c1 (configuration not stated) | -2 | 3 | 0.1 | i | -2 | 0.5 | 1 | -9 | 0.9 | -2 |
| 37 | CCCN(CCC)c1c([N+](=O)[O-])c(=O)oc2ccccc12 | 2 | -2 | 0.7 | i | 7 | -0.8 | -4 | -4 | -2.1 | 2 |
| 38 | CC(=O)c1cccc2c(O)c(C3=Nc4ccccc4C3=O)[nH]c12 | -8 | 0 | 0.8 | i | -14 | -0.1 | -10 | 8 | -0.3 | -3 |
| 39 | CCOC(=O)N1CCN(c2c(NCCc3ccc(C)cc3)c(=O)c2=O)CC1 | 3 | 1 | -1.0 | i | 1 | -0.3 | -3 | -2 | -1.2 | 2 |
| 40 | CC(=O)N(CCS(=O)(=O)c1ccc(Cl)cc1)Cc1cccs1 | 4 | 4 | -1.2 | i | 1 | -0.5 | -5 | 0 | -1.6 | -5 |
| 41 | CN(Cc1ccccc1)C(=O)COc1ccc(C(C)(C)C)cc1 | 8 | 1 | -1.2 | i | 9 | -2.0 | -7 | 3 | 4.1 | -5 |
| 42 | O=C(Nc1cccc(S(=O)(=O)N2CCOCC2)c1)c1cnn2c(C(F)F)cc(-c3ccccc3)nc12 | -2 | 5 | 0.4 | i | 2 | -0.4 | -15 | 3 | 0.8 | 3 |
| 43 | COc1ccc(C(C#N)=Cc2ccccc2OC)cc1 | -10 | 0 | 1.4 | i | -4 | -0.2 | . | 2 | 1.9 | 2 |
| 44 | Cc1oc2ccc(O)cc2c1C(=O)OC(C)C | -2 | 0 | 1.5 | i | -1 | -0.1 | -5 | 4 | -0.2 | -6 |
| 45 | COC(=O)c1sc(NC(=O)CSc2nnc(Cn3nnc4ccccc43)n2C)nc1C | 2 | -1 | -0.4 | i | 9 | -0.4 | -7 | 4 | 1.5 | 1 |
| 46 | Cc1ccc(C(=O)NCc2ccc3c(c2)OCO3)o1 | -1 | 0 | -0.5 | i | -1 | 0.0 | -3 | -1 | -1.8 | -5 |
| 47 | COC(=O)[C@@]12C[C@@H](CC(=O)NCCc3ccccc3OC)C(=O)N(Cc3cccc4ccccc34)C1=CCC(C)(C)C2 | -4 | . | 1.0 | . | . | -1.0 | . | 0 | 7.4 | . |
| 48 | O=C(NCc1cn2ccsc2n1)Nc1cccc(Cl)c1 | -3 | -1 | 0.0 | i | 0 | 0.5 | -6 | 4 | -1.7 | -2 |

Arranged by value in Scp1 inh (rising): some entries from above.
cpd	SMILES	Scp1 inh
38	CC(=O)c1cccc2c(O)c(C3=Nc4ccccc4C3=O)[nH]c12	-10
31	Cc1cccc(C)c1-n1c(C)cc(/C=C2\NC(=O)NC2=O)c1C	-6
39	CCOC(=O)N1CCN(c2c(NCCc3ccc(C)cc3)c(=O)c2=O)CC1	-3

Source: PubChem BioAssay
